Tau fluor counter = counter-screen for tau fibril formation inhibitors; tau K18 P301L Alexa594 fluorescence, heparin fibrillization; Potency, µM (highest dose often 57.7 µM), for the others: top-dose activity change, negative = decrease; hit rate 0.93% among 280,000; AID 1463; further: potency means the concentration at half of the fitted maximal effect; on the % scale 0 is the no-effect control and ±100 the full control effect; nearly all actives have a fitted effect of over 55% in size
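Human tau K18 P301L (15 uM unlabeled, 0.24 uM Alexa 594-labeled) in 100 mM sodium acetate pH 7 with 20 uM heparin, 6 hr at 37 C. ThT 30 uM added, 1 hr ambient; Alexa 594 FP and total fluorescence read at 555/632 nm.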
CBFb RUNX1 block = blocks binding between human CBF-beta and RUNX1. Q01196+Q13951. AlphaScreen CBFb-His/RUNX1-biotin binding, biochemical. Potency, µM (series often up to 59.8 µM), without a hit: at the top dose activity, negative = inhibition, hits mostly inhibitors. 230,000 tested, under 10 active; further: % of control where 0% means no effect
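Room-temperature protein-protein interaction test with 30 nM each of His-tagged CBF-beta and biotinylated RUNX1, 15 min with compound, then 90 min with nickel plus streptavidin beads. Signal read in AlphaScreen mode.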
TRb SRC2 PPI = TRbeta-SRC2 interaction inhibition; P10828; TRbeta-SRC2 peptide binding, fluorescence polarization; receptor liganded with 1 µM T3; Potency, µM (series often up to 106 µM), inactives show at the top dose activity change, negative = inhibition, hits mostly inhibitors; hit rate 0.065% among 280,000; AID 1469;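 further: potency means the concentration at half of the fitted maximal effect; plate controls were bound peptide for no effect and peptide without receptor for full effect; nearly all actives have a fitted effect of over 50% in size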
Target sequence (P10828 whole entry, looked up): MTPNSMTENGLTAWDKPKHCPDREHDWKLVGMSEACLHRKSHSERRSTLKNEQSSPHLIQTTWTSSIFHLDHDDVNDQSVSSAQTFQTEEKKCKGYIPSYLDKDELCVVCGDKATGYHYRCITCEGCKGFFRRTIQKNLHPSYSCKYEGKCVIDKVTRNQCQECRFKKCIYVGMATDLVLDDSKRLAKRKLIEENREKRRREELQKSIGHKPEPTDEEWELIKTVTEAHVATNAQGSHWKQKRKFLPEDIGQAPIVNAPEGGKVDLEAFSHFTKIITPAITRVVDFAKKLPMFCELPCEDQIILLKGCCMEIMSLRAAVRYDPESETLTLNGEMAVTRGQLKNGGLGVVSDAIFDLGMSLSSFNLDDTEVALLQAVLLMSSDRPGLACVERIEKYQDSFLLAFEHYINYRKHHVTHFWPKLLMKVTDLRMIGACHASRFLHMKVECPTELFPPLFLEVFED
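Polarization signal, normalized between peptide-alone and full complex controls, measured compound effects on T3-liganded human TRb LBD (0.6 uM) binding 20 nM Texas Red SRC2 peptide after 5 hr.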
Tau FP inhib = inhibitors of human tau fibril formation. K18 P301L tau heparin fibrillization, Alexa594 FP, 6 h. hit rate 0.39% among 280,000. Potency, µM (series often up to 57.7 µM), for the others: at the highest dose activity, negative = inhibition, hits mostly inhibitors. AID 1468; further: potency means the concentration at half of the fitted maximal effect; on the % scale 0 is the no-effect control and ±100 the full control effect; nearly all actives have a fitted effect of over 55% in size
Target sequence (P10636 561-689 P618L limits assumed): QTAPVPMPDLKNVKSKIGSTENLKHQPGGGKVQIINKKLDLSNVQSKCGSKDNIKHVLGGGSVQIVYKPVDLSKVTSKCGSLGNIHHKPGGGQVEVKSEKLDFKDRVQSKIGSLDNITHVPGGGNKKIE
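Steps: dispense K18 P301L tau (15 uM plus 0.24 uM Alexa 594 tracer, final) in pH 7 sodium acetate; add compound; add heparin (20 uM final); incubate 6 hr, 37 C; add ThT (30 uM final); after 1 hr ambient, read FP.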
NPSR antag = blocks cAMP signaling of the human neuropeptide S receptor; Q6W5P4; CHO-NPSR cells, cAMP TR-FRET, antagonist mode; Potency, µM (series often up to 38.3 µM), without a hit: at the top dose activity change, negative = inhibition, most hits filed as inhibitors; hit rate 1% among 220,000; further: potency means the concentration at half of the fitted maximal effect; on the % scale 0 is the no-effect control and ±100 the full control effect; nearly all actives have a fitted effect of over 50% in size; many of its hits are not listed in these tables
Target sequence (Q6W5P4 whole entry, looked up): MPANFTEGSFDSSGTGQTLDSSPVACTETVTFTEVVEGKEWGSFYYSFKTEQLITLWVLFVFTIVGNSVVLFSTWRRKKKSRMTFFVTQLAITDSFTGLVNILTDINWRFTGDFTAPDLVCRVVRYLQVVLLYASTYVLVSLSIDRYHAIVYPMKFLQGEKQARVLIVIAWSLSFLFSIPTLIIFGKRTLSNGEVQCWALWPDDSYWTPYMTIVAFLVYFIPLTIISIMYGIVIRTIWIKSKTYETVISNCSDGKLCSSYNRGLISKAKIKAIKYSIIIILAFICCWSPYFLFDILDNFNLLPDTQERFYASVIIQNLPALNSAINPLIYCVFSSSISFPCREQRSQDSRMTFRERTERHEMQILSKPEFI
GLA spleen mod = alpha-galactosidase A (human) modulation | P06280 | Potency, µM (top dose mostly 80 µM), without a hit: at the highest dose activity change, negative = inhibition, hits mostly inhibitors | hit rate 0.008% among 240,000 | human spleen homogenate, 4MU-alpha-Gal fluorescence, 40 min;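 further: potency means the concentration at half of the fitted maximal effect; 0% = enzyme with vehicle and -100% = no enzyme basal signal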
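Human spleen homogenate (1 ug) as enzyme source, 4-methylumbelliferyl-alpha-D-galactopyranoside 1 mM final, citrate/phosphate pH 5.0 with 0.01% Tween-20. Compounds 40 min at 37C, NaOH/glycine stop; fluorescence Ex 365/Em 440, Hill-fit AC50.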
Epigenetic derep = derepresses silenced GFP reporter in murine cells. murine LDR cells, GFP reporter derepression, 30 h. Potency, µM (top dose mostly 53.9 µM), without a hit: top-dose GFP activation, usual class: activators. hit rate 0.2% among 280,000; further: potency means the concentration at half of the fitted maximal effect; % of control where 0% means no effect; nearly all actives have a fitted effect of over 60% in size
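Readout is the number of GFP-expressing murine LDR cells, counted by cytometry following washing. Cells were treated with compound for 30 h at 37 C; the stably integrated CMV-GFP locus is normally silent.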
TR SRC2 fluor cs = alters Texas Red total fluorescence, flagging assay interference; Potency, µM (highest dose often 106 µM), for inactives: at the highest dose fluorescence change, negative = quenching; TRb/SRC2 Texas Red total fluorescence interference; hit rate 0.29% among 280,000; AID 1479; active means well fitted curve in either direction with a large enough effect; inconclusive means small, poorly fitted or top-dose-only effect; further: potency means the concentration at half of the fitted maximal effect; on the % scale 0 is the no-effect control and ±100 the full control effect
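Flags fluorescent or light-absorbing compounds by total fluorescence, S + 2P, at 555 nm excitation and 632 nm emission. Mixture: 20 nM Texas Red SRC2 peptide, 0.6 uM human TRb LBD, 1 uM T3, 5% DMSO; compound exposure 5 h at ambient temperature.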
Numbers without * were called inactive; ? = inconclusive; / = no result given; & = joins results of further samples; [ ] = dose if it differs, or a comment. Unless noted, the call rests on the fitted dose curve; in most records, active means well fitted curve in the direction sought with a large enough effect; inconclusive means small, poorly fitted or top-dose-only effect, or another doubt; inactive means no such curve, though single readings can be large; an effect the other way counts as inactive or inconclusive. Not all compounds are listed. The share of hits here may be higher or lower than overall.

SMILES	Tau fluor counter	CBFb RUNX1 block	TRb SRC2 PPI	Tau FP inhib	NPSR antag	GLA spleen mod	Epigenetic derep	TR SRC2 fluor cs
COc1cc(SC)ccc1C(=O)Nc1nccs1	-10%	-6%	-1%	4%	19%	-11%	0.0%	-7%
CCCS(=O)(=O)N1CCN(C2CCC(C)CC2)CC1 (stereo not given)	4%	11%	-4%	4%	7%	-11%	0.0%	-2%
CC[n+]1ccc(C(=O)NCc2ccccc2)cc1	8%	20%	4%	6%	12%	11%	-0.4%	0%
Cc1ccc(CCNC(=O)C2CC(=O)N(CCc3ccccc3)C2)cc1 (stereo not given)	-6%	/	0%	-2%	/	/	9.9%	-2%
COc1ccc(CNC(=O)c2cc(Nc3ccccc3C)nc3ccccc23)cc1	-27%	/	2%	?	/	/	-0.2%	0%
O=C(CCC1CCCN(Cc2ccc(O)c(Cl)c2)C1)NCc1ccccc1F (stereo not given)	-30%	-4%	-3%	-6%	-20%	5%	-1.8%	0%
O=C1NC(=Nc2ccccc2)S/C1=C/c1cccnc1	-2%	11%	-2%	-6%	-17%	-6%	-0.5%	-1%
CN(CC(=O)Nc1ccc(N2CCOCC2)cc1)Cc1c(O)ccc2ccccc12	-26%	1%	-10%	9%	-6%	13%	-2.9%	1%
Nc1cc([N+](=O)[O-])ccc1N1C(=O)CCCC1=O	-11%	-23%	3%	5%	-8%	1%	0.1%	-4%
COc1ccccc1OC(C)C(=O)Nc1c(C(=O)c2ccc(Cl)cc2)oc2ccccc12 (stereo not given)	-23%	/	1%	?	/	/	-0.1%	1%
COc1ccccc1-c1nc(=S)c(C(C)=O)c(C)[nH]1	-5%	-3%	-4%	5%	-10%	0%	1.4%	1%
O=S(=O)(Nc1ccc(Cc2ccncc2)cc1)c1ccc(Cl)s1	-14%	-5%	1%	-2%	-20%	-4%	-0.9%	-2%
Cc1cc(C)cc(OCC(=O)N(Cc2cccs2)c2ccc(Cl)cc2)c1	-14%	/	4%	-10%	/	/	0.0%	-9%
CCOC(=O)c1c(C)sc2c1N(C(=O)CN1CCOCC1)c1cc(Cl)ccc1S2	-12%	-4%	5%	5%	-14%[46.1 µM]	10%	1.5%	3%
Cc1ccc(OCC(O)Cn2c(=N)n(CCN3CCOCC3)c3ccccc32)cc1 (stereo not given)	-5%	4%	3%	2%	8%[46.1 µM]	-7%	-0.7%	0%
CC(Oc1ccccc1F)C(=O)Nc1ccc2ccccc2c1 (stereo not given)	5%	2%	16%	0%	-15%[46.1 µM]	-8%	-2.9%	0%
Cc1ccc(S(=O)(=O)Cn2nnnc2CN2CCN(Cc3ccc4c(c3)OCO4)CC2)cc1	-2%	5%	2%	2%	-10%[46.1 µM]	0%	1.4%	1%
O=C(c1cccc(Br)c1)N1CCN(C(=O)N2CCOCC2)CC1	-4%	-3%	-23%	-14%	-5%[46.1 µM]	-15%	7.9%	-1%
COc1ccccc1C(=O)NC1=NC(c2ccc(Br)cc2)CC(=O)N1 (stereo not given)	-12%	/	0%	0%	/	/	-1.8%	2%
O=C1/C(=C/c2ccc(F)cc2)SC(=S)N1N1CCOCC1	0%	11%	-4%	-8%	11%	-2%	4.3%	-2%
CCCNCc1nnc(-c2ccccc2Cl)o1	-6%	-8%	-1%	1%	7%	1%	0.1%	-6%
CCC(=O)Nc1ccc2nc(C)n(CC(=O)Nc3ccccc3)c(=O)c2c1	-13%	5%	-1%	1%	-3%[46.1 µM]	4%	2.7%	-2%
C=CCSc1nnc(C)n1-c1ccc(Cl)cc1	-2%	-1%	2%	-5%	-9%[46.1 µM]	6%	0.0%	-2%
Cc1cc(F)ccc1NC(=O)c1c(C)oc2c1C1=NCCN1C=N2	4%	/	-5%	1%	/	/	0.4%	?

In another format: 3 of the compounds above.
compound | Tau fluor counter | CBFb RUNX1 block | TRb SRC2 PPI | Tau FP inhib | NPSR antag | GLA spleen mod | Epigenetic derep | TR SRC2 fluor cs
CN(CC(=O)Nc1ccc(N2CCOCC2)cc1)Cc1c(O)ccc2ccccc12 | -26% | 1% | -10% | 9% | -6% | 13% | -2.9% | 1%
Nc1cc([N+](=O)[O-])ccc1N1C(=O)CCCC1=O | -11% | -23% | 3% | 5% | -8% | 1% | 0.1% | -4%
COc1ccccc1OC(C)C(=O)Nc1c(C(=O)c2ccc(Cl)cc2)oc2ccccc12 (stereo not given) | -23% | / | 1% | ? | / | / | -0.1% | 1%

Later entries.
SMILES	Tau fluor counter	CBFb RUNX1 block	TRb SRC2 PPI	Tau FP inhib	NPSR antag	GLA spleen mod	Epigenetic derep	TR SRC2 fluor cs
CC(C)(/C=N/O)/[N+]([O-])=C/C=[N+](\[O-])C(C)(C)/C=N/O	-16%	-1%	-2%	-9%	10%[7.67 µM]	5%	10.0%	3%
Cc1cc(-c2ccccc2)n(-c2ccc(C(=O)N3CCN(c4ncccn4)CC3)cc2)n1	1%	-2%	-3%	12%	-13%[46.1 µM]	4%	0.0%	0%
O=C(NC1CC1)C1=NOC(CNc2ncc(C(F)(F)F)cc2Cl)C1 (stereo not given)	-15%	-1%	6%	-4%	-5%[46.1 µM]	3%	-3.3%	2%
O=C(NCCCN1CCCCCC1)C1CC(=O)N(CCc2ccccc2)C1 (stereo not given)	1%	?	-16%	4%	-14%[46.1 µM]	6%	-1.2%	1%
Cc1nnc(SC2CC(=O)N(c3ccccc3)C2=O)s1 (stereo not given)	-10%	5%	15%	1%	2%[46.1 µM]	-1%	-1.2%	1%
Cc1cccc(-c2nnc(SCC(=O)Nc3ncccn3)n2C)c1	9%	0%	-3%	11%	5%	8%	-3.5%	-1%
Cc1ccsc1/C=N\Nc1cn[nH]c(=O)c1Cl	-14%	-21%	-8%	2%	-26%	-3%	3.9%	-3%
CCOC(=O)c1ccc(NC(=O)Nc2cc(C)on2)cc1	-23%	4%	-4%	?	-19%[46.1 µM]	-2%	-1.1%	-10%
O=C(Nc1ccccc1C(=O)N1CCOCC1)C1COc2ccccc2O1 (stereo not given)	-2%	-3%	0%	-5%	-11%[46.1 µM]	9%	-1.1%	0%
O=c1n(-c2ccccc2)c(=O)n2n1CC[C@H]1/C(=N\OC[C@@H](O)COCc3ccco3)[C@H]3O[C@@H]3[C@@H](O)[C@@H]12	-17%&-7%[11.6 µM]	10%&-3%[13.1 µM]	0%&2%[11.2 µM]	-3%&3%[11.6 µM]	/	-5%&-7%[17.5 µM]	1.2%&1.1%[10.1 µM]	?
CCOC(=O)C1CSC(CC(=O)Nc2ccc(OCC)cc2)C(=O)N1 (stereo not given)	-6%	10%	1%	-9%	8%[46.1 µM]	-2%	-1.1%	-3%
COc1ccc(Br)cc1C1CC(=O)N2CN(C)CSC2=C1C#N (stereo not given)	-15%	-2%	-2%	?	-8%[46.1 µM]	-3%	0.8%	4%
CC(C)[C@H](NC(=O)c1ccccc1)C(=O)OCC(=O)N1CCN(C(=O)c2ccco2)CC1	-2%	12%	2%	?	12%	-1%	-3.5%	-1%
COc1ccc(NC(=O)Nc2ccc(Br)cn2)cc1OC	?	-6%	-4%	?	-20%[46.1 µM]	3%	-1.0%	-5%
CC1=C(C(=O)OCc2ccccc2)C(C2CCCCC2)NC(=O)N1CCCCCC(=O)O (stereo not given)	-11%	6%	4%	-7%	/	-11%	-0.2%	-12%
CC1(C)Cc2nc3sc(C(=O)NCCO)c(N)c3cc2CO1	0%	11%	-7%	-3%	-7%[46.1 µM]	-9%	-2.0%	-1%
CCc1nc(Sc2nc(C)cc(C)n2)c2oc3ccccc3c2n1	-10%	13%	-2%	-5%	-14%[46.1 µM]	-11%	-0.1%	-3%
O=S(=O)(Nc1nc2ccccc2nc1NCC1CCCO1)c1cc(Cl)ccc1Cl (stereo not given)	-22%	9%	2%	-10%	-32%	2%	1.1%	-5%
O=C1C2C3C=CC([C@@H]2C(=O)N1C1CC1)[C@H]1C(=O)N(C2CC2)C(=O)C31 (stereo not given in full)	-3%	-1%	-10%	-7%	-3%[46.1 µM]	1%	0.9%	-4%
Cc1nc2ccn(Cc3ccco3)c(=O)c2cc1C(=O)N1CCN(c2ccc(F)cc2)CC1	-6%	/	3%	0%	/	/	0.0%	4%
CCOC(=O)c1sc(NC(=O)CCCn2nc([N+](=O)[O-])cc2C)c(C(=O)OCC)c1C	-29%	2%	0%	11%	-15%	0%	0.0%	-1%
COc1ncccc1-c1nnn(-c2ccc(C)cc2)n1	-11%	19%	-6%	-11%	-3%	8%	4.0%	-2%
CC(=O)C1=C(C)N(Cc2ccco2)C(=O)N[C@@H]1c1ccccc1	2%	1%	7%	-3%	/	-15%	-1.1%	-2%
Cc1cccc(N2CCN(C(=O)c3cc4ccc5cccnc5c4[nH]3)CC2C)c1 (stereo not given)	?	/	1%	4%	/	/	-0.6%	?
COc1cc([N+](=O)[O-])ccc1NC(=O)Nc1nc2c(s1)CCCC2	?	6%	3%	-1%	-2%	-6%	-1.0%	-3%
Cc1ccc(C(=O)c2cn(CC(=O)NCc3ccccc3Cl)c3nc(C)ccc3c2=O)cc1	-13%	/	7%	-13%	/	/	1.4%	-2%
O=c1c2c(-c3cccs3)csc2ncn1-c1ccccc1	-13%	8%	-1%	-1%	14%[46.1 µM]	-5%	0.0%	-2%
CN(C(=O)Nc1ccc(Cl)cc1Cl)[C@H]1c2cc(Br)ccc2OC[C@H]1CO	?	17%	-10%	-10%	?	-5%	2.0%	-3%
COc1ccc(/C=N/Nc2nc3ccccc3s2)cc1O	13µM*[quencher]	-16%	4%	9%	-26%	-2%	-1.4%	-10%
COc1ccc(CC(=O)c2ccc(OC)c(OC)c2)cc1	-12%	3%	-4%	2%	20%	3%	1.0%	0%
COc1ccc(NC(=O)N2CCCCCC2)cc1	-5%	-1%	-5%	6%	17%	4%	1.1%	-3%
O=C(COc1ccc(Cl)cc1)Nc1ccc2c(c1)CCC2	-19%	-4%	-10%	9%	15%	4%	0.0%	1%
COc1ccc(OCC(=O)NNC(=O)C2CCCO2)cc1 (stereo not given)	3%	3%	-1%	?	17%	-5%	-1.8%	0%
Cc1cccc(Nc2nn3c(=O)c4ccccc4nc3s2)c1	2%	2%	3%	9%	?	-7%	0.0%	3%
